# Screening results from PubChem BioAssay.
# Salmonella PhoP GFP – PhoP regulon inhibitors, Salmonella typhi PhoP promoter GFP reporter, confirmatory (AID 1850); Salmonella Typhi PhoP-promoter GFP reporter, fluorescence, 4 h; higher % means a stronger effect; inhibition, % at 50 µM, or IC50 in µM where a hit was titrated; actives 0.33% (n = 310,000); in the data active = a potency from the dose series; inconclusive = inhibition mostly from about 25% at the one dose, without a potency; inactive = the rest, 99 in 100 with inhibition below about 19%;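 note: 0% = induced wells with vehicle and 100% = uninduced wells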
# M. tuberculosis HTS – M. tuberculosis growth inhibition, HTS (AID 449762); M. tuberculosis H37Rv growth inhibition, 7H9 media; higher % means a stronger effect; inhibition, % at 25 µM, or IC50 in µM where a hit was titrated; actives 0.59% (n = 330,000); in the data active = a potency from the dose series; inconclusive = inhibition above about 70% without an active follow-up result;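 note: bacterial growth assessed after seven days of incubation; strong numbers were not always called active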
# VEEV TC-83 Vero – inhibitors of VEEV TC-83 cytopathic effect, confirmation, Vero cells (AID 588727) | Vero cells, VEEV TC-83 cytopathic effect inhibition; higher % means a stronger effect | one-dose inhibition, % at 20 µM; IC50 in µM for titrated hits | actives 0.13% (n = 350,000); in the data active = a potency from the dose series; inconclusive = inhibition mostly from about 14% at the one dose, without a potency; inactive = the rest, 99 in 100 with inhibition below about 12%; note: strong numbers were not always called active
# M. tuberculosis – growth inhibition of non-replicating M. tuberculosis (AID 488890); inhibition, % at 25 µM; hits with a dose series show IC50 in µM; actives 0.39% (n = 320,000); Mycobacterium tuberculosis non-replicating, growth inhibition; higher % means a stronger effect; in the data active = a potency from the dose series; inconclusive = inhibition mostly from about 82% at the one dose, without a potency; inactive = the rest, 99 in 100 with inhibition below about 76%;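 note: plate controls were DMSO cells for no effect and high antibiotic wells for full effect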
# influenza NS1A – H1N1 influenza NS1A inhibitors, functional cell based assay (AID 504329). NS1A functional cell-based assay, percent inhibition; higher % means a stronger effect. one-dose inhibition, % at 12.5 µM; IC50 in µM for titrated hits. actives 0.3% (n = 340,000); in the data active = a potency from the dose series; inconclusive = inhibition above about 27% without an active follow-up result; note: strong numbers were not always called active
# VEEV TC-83 Vero 10K pilot screen – second read-out of VEEV TC-83 Vero, no call of its own (marks repeat the call); inhibition, %; measured here: 10K pilot screen inhibition
# Starred values were filed as active, the others as inactive; i = inactive; ? = inconclusive; / = no result given.
SMILES,Salmonella PhoP GFP,M. tuberculosis HTS,VEEV TC-83 Vero,M. tuberculosis,influenza NS1A,others
NC[C@@H]1O[C@H](C23CC4CC(CC(C4)C2)C3)Cc2c1ccc(O)c2O,50µM*,-8%,4.3%,-2%,17%,
CC1CCC2(CC1)NC(=O)N(CC(=O)Nc1ccccc1-c1ccccc1)C2=O (stereo unspecified),8%,-3%,2.7%,9%,-3%,
CCC(=O)Nc1c2c(nn1-c1ccc([N+](=O)[O-])cc1)CS(=O)(=O)C2,1%,-2%,0.3%,-10%,-7%,
CN(C(=O)c1ccc(S(=O)(=O)NC2CCCC2)cc1)C1CCCCC1,-5%,9%,0.2%,11%,6%,
COc1ccc(N/N=C(\C=N\O)C(=O)c2ccc(OC)cc2)cc1,13%,?,4.0%,-6%,9%,
COc1cc(/C(C)=N/NC(=O)CSc2nncn2C)ccc1OCc1ccccc1Cl,-6%,-2%,i,1%,-8%,
Cc1c(C(=O)O)oc2c1/C(=N\O)CC(C)(C)C2,-11%,3%,0.8%,-13%,13%,
COc1ccc2[nH]c3c(c2c1)CCN1C(=O)C(CC(=O)NC(C)(C)C)C[C@H](C(=O)N(C(C)C)C(C)C)[C@@]31C (stereo partly specified),/,/,i,/,6%,
COc1ccc2oc(C(=O)N3CCN(C(=O)c4ccco4)CC3)c(C)c2c1,2%,-1%,1.9%,-12%,-3%,
Cc1onc(-c2ccccc2)c1C(=O)Nc1ccc(NC(=O)c2c(-c3ccccc3)noc2C)cc1,-2%,-1%,?,0%,-3%,
COc1ccc(-c2oc3ccccc3c2C(=O)OCc2ccc(O)cc2)cc1,10%,-4%,0.5%,4%,2%,VEEV TC-83 Vero 10K pilot screen=10
CCC(C)Sc1nnc(NS(=O)(=O)Cc2ccccc2)s1 (stereo unspecified),-9%,0%,2.2%,33%,-4%,
Cc1cc(OCCCCOc2ccc(C#N)cc2)ccc1[N+](=O)[O-],-12%,13%,i,14%,-5%,
Nc1ncnc2c1cnn2-c1ccccc1,-1%,2%,1.8%,-6%,1%,
COc1cccc(NC(=O)C(OC(=O)c2cnc(C)cn2)c2ccccc2)c1 (stereo unspecified),1%,-2%,2.0%,10%,-4%,
CCS(=O)(=O)N1CCN(S(=O)(=O)c2ccc3ccccc3c2)CC1,1%,3%,1.9%,-13%,21%,
Cc1ccc(S(=O)(=O)N(CC(=O)N/N=C/c2ccc(F)cc2)c2cccc3cccnc23)cc1,-12%,-6%,0.4%,-6%,-1%,
COc1ccc(C(C)(C)C)cc1NC(=O)c1ccc2ncsc2c1,9%,2%,10%,31%,3%,
Cc1ccc(NS(=O)(=O)c2ccc(C(=O)NCc3ccccn3)cc2)cc1,-7%,-7%,1.0%,-8%,-13%,
O=C(O)C(c1cccs1)C1(O)CCCCC1 (stereo unspecified),/,/,0.8%,/,1%,
O=C(COc1ccccc1Cl)NNC(=O)c1ccc2c(=O)n3c(nc2c1)CCC3,/,4%,1.0%,-23%,1%,
O=C(Nc1ccccc1C(=O)O)c1ccc(Br)c(S(=O)(=O)NCc2ccccc2)c1,-5%,1%,5.4%,40%,-3%,
CCOc1ccc2nc(NC(=O)CCn3cccc3)sc2c1,/,2%,2.3%,/,7%,
COc1ccccc1/C=C(\C#N)C(=O)c1cccn1C,14%,2%,0.1%,-15%,6%,
Cc1cc(N=Cc2c(O)ccc3ccccc23)no1,1%,-8%,i,57%,3%,

# Molecules above that have nitrogen in an aromatic ring (14):
SMILES,Salmonella PhoP GFP,M. tuberculosis HTS,VEEV TC-83 Vero,M. tuberculosis,influenza NS1A,others
CCC(=O)Nc1c2c(nn1-c1ccc([N+](=O)[O-])cc1)CS(=O)(=O)C2,1%,-2%,0.3%,-10%,-7%,
COc1cc(/C(C)=N/NC(=O)CSc2nncn2C)ccc1OCc1ccccc1Cl,-6%,-2%,i,1%,-8%,
COc1ccc2[nH]c3c(c2c1)CCN1C(=O)C(CC(=O)NC(C)(C)C)C[C@H](C(=O)N(C(C)C)C(C)C)[C@@]31C (stereo partly specified),/,/,i,/,6%,
Cc1onc(-c2ccccc2)c1C(=O)Nc1ccc(NC(=O)c2c(-c3ccccc3)noc2C)cc1,-2%,-1%,?,0%,-3%,
CCC(C)Sc1nnc(NS(=O)(=O)Cc2ccccc2)s1 (stereo unspecified),-9%,0%,2.2%,33%,-4%,
Nc1ncnc2c1cnn2-c1ccccc1,-1%,2%,1.8%,-6%,1%,
COc1cccc(NC(=O)C(OC(=O)c2cnc(C)cn2)c2ccccc2)c1 (stereo unspecified),1%,-2%,2.0%,10%,-4%,
Cc1ccc(S(=O)(=O)N(CC(=O)N/N=C/c2ccc(F)cc2)c2cccc3cccnc23)cc1,-12%,-6%,0.4%,-6%,-1%,
COc1ccc(C(C)(C)C)cc1NC(=O)c1ccc2ncsc2c1,9%,2%,10%,31%,3%,
Cc1ccc(NS(=O)(=O)c2ccc(C(=O)NCc3ccccn3)cc2)cc1,-7%,-7%,1.0%,-8%,-13%,
O=C(COc1ccccc1Cl)NNC(=O)c1ccc2c(=O)n3c(nc2c1)CCC3,/,4%,1.0%,-23%,1%,
CCOc1ccc2nc(NC(=O)CCn3cccc3)sc2c1,/,2%,2.3%,/,7%,
COc1ccccc1/C=C(\C#N)C(=O)c1cccn1C,14%,2%,0.1%,-15%,6%,
Cc1cc(N=Cc2c(O)ccc3ccccc23)no1,1%,-8%,i,57%,3%,

# Continued:
SMILES,Salmonella PhoP GFP,M. tuberculosis HTS,VEEV TC-83 Vero,M. tuberculosis,influenza NS1A,others
O=C(NCCCN1CCOCC1)C(=O)NCc1ccccc1,-2%,3%,1.8%,-8%,-2%,
CCOC(=O)c1c(C)oc2cc(Br)c(OC(=O)N3CCOCC3)cc12,-10%,7%,6.8%,20%,3%,
CCOCCc1nnc(N)s1,2%,-5%,0.2%,0%,-4%,
COc1ccc(OC)c(NC(=O)C(C)SCc2nc3sc(C)c(C)c3c(=O)[nH]2)c1 (stereo unspecified),/,-5%,1.4%,-8%,-1%,
COc1cc(C2/C(=C(\O)c3ccc4c(c3)CC(C)O4)C(=O)C(=O)N2CCCn2ccnc2)ccc1O (stereo unspecified),4%,2%,0.2%,-17%,0%,
C=CCn1c(SCc2ccc(C(=O)O)cc2)nc2sc(C)c(C)c2c1=O,-5%,1%,2.2%,12%,17%,
COc1ccccc1C(c1nnnn1Cc1ccccc1)N1CCN(C2CCCC2)CC1 (stereo unspecified),6%,-4%,3.5%,13%,1%,
CC(=O)c1cccc(NS(=O)(=O)c2ccc(-c3cc(C)no3)s2)c1,2%,12%,i,10%,-1%,
COc1ccc2ccccc2c1-c1sc(Nc2ccccc2)n[n+]1-c1ccc(F)cc1,13%,?,i,6%,29%,
NC(=O)CN1CCN(c2cccc(Cl)c2)CC1,4%,-7%,i,-9%,1%,
CC(C)Cc1csc(NC(=O)c2ccc(F)cc2)c1C(=O)O,0%,5%,1.1%,?,-7%,
CCN(CC)CC(C)CNC(=O)CN1C(=O)CSc2ccc(S(=O)(=O)N3CCOCC3)cc21 (stereo unspecified),12%,-10%,0.1%,-10%,-12%,VEEV TC-83 Vero 10K pilot screen=0.5
CCOc1ccc(NC(=O)Cc2ccc(S(=O)(=O)N3CCOCC3)s2)cc1OCC,2%,-17%,7.0%,5%,15%,
CCC(C)NC(=O)CNC(=S)N(Cc1ccccc1F)C1CCCCC1 (stereo unspecified),-8%,8%,i,13%,6%,
CCn1ncc(-c2csc(N)n2)c1C,5%,2%,0.9%,-4%,-12%,
CC(=O)Nc1ccc(S(=O)(=O)NCCC(=O)NNC(=O)c2ccncc2)cc1,6%,-4%,3.0%,-10%,-1%,
CCCn1nc(C(=O)NC2CC2)c2ccccc2c1=O,/,-3%,1.1%,2%,-3%,
c1ccc(CNn2c(N3CCOCC3)nc3ccccc32)cc1,/,/,1.3%,/,0%,
c1ccc(CNc2ccc(N3CCOCC3)cc2)cc1,/,4%,i,/,-4%,
CC(=O)N1c2ccc(S(=O)(=O)NCC3CCC(C(=O)Nc4cccc(C)n4)CC3)cc2CC1C (stereo unspecified),3%,6%,3.9%,31%,-10%,
O=C(CSc1nnc(-c2ccco2)n1Cc1ccco1)NCc1ccccc1,1%,-9%,2.5%,-5%,3%,
CC(C)(C)n1nnnc1C(c1ccncc1)N1CCN(C2CCCCC2)CC1 (stereo unspecified),-3%,4%,0.3%,1%,0%,
COC(C[C@H]1O[C@H]1[C@H](O)COCc1ccccc1)OC,/,/,0.3%,/,4%,
CCNC(=S)Nc1ccc(Oc2ccccc2)cc1,9%,46%,4.1%,?,10%,
O=C(COC(=O)CCN=C1NS(=O)(=O)c2ccccc21)NNC(=O)c1ccccc1,1%,5%,2.6%,-16%,-13%,

# Reprinted at random: two entries already listed, in no set order.
SMILES,Salmonella PhoP GFP,M. tuberculosis HTS,VEEV TC-83 Vero,M. tuberculosis,influenza NS1A,others
CCN(CC)CC(C)CNC(=O)CN1C(=O)CSc2ccc(S(=O)(=O)N3CCOCC3)cc21 (stereo unspecified),12%,-10%,0.1%,-10%,-12%,VEEV TC-83 Vero 10K pilot screen=0.5
c1ccc(CNc2ccc(N3CCOCC3)cc2)cc1,/,4%,i,/,-4%,

# Other results
SMILES,Salmonella PhoP GFP,M. tuberculosis HTS,VEEV TC-83 Vero,M. tuberculosis,influenza NS1A,others
CCCN1CCC(NC(=O)c2cccc(Oc3ccccc3)c2)CC1,-2%,-3%,0.2%,6%,5%,
O=S(=O)(Nc1ccc(O)c(CN2CCCCC2)c1)c1ccccc1,6%,-5%,5.1%,1%,-3%,
O=C(CCl)N1c2ccccc2CCc2ccccc21,-3%,?,?,?,-11%,
COc1ccc(-c2nn(-c3ccccc3C)cc2CNCc2cccnc2)cc1F,-6%,23%,1.6%,21%,3%,
O=C1C=CC(=O)N1c1ccc(N2CCCCC2)cc1,1%,-11%,1.2%,48%,4%,
CCN(CC)S(=O)(=O)c1cccc(C(=O)N/N=C/c2ccccn2)c1,-5%,-4%,0.4%,58%,-8%,
CCOc1ccc(NC(=S)N2CCC(C(=O)c3ccc(F)cc3)CC2)cc1,/,/,0.7%,/,-4%,
COC(c1ccccc1)c1nnc(CCC(=O)N(C)CCCC2CCCC2)o1 (stereo unspecified),-15%,3%,i,8%,3%,
CCN1CCN(CCNC(=O)c2cn(Cc3ccccc3F)nn2)CC1,-17%,3%,i,22%,-1%,
COc1ccc(NC(=S)N/N=C/c2ccc(F)c(F)c2)cc1,-9%,-11%,1.9%,-14%,-2%,
CC(NC(=O)c1ccc(CS(C)(=O)=O)cc1)C1CC2CCC1C2 (stereo unspecified),11%,-5%,1.1%,24%,-9%,
O=C(CN1CCN(c2ccc([N+](=O)[O-])cc2)CC1)Nc1nccs1,0%,-2%,1.9%,-23%,0%,
CC(C)(C)N(Cc1ccccc1)C(=O)COC(=O)c1ccc([N+](=O)[O-])o1,/,23%,0.6%,4%,-3%,
CCN(CC)C(=O)N(CC)Cc1ccccc1,-3%,-2%,0.1%,7%,-2%,
COc1ccccc1NC(=O)COc1ccc(/C=N/n2cnnc2)cc1OC,7%,31%,2.1%,15%,-4%,
CCN(Cc1ccncc1)Cc1ccc(Br)cc1,1%,-4%,1.1%,8%,-12%,
CNCCCNC(=O)c1ccc(/C=N/O)nc1,4%,3%,1.1%,-15%,-2%,
CC(OC(=O)c1ccc(OCC2CCCO2)cc1)C(=O)N(C)Cc1ccccc1 (stereo unspecified),-1%,13%,1.8%,-10%,-7%,
Cc1ccc([N+](=O)[O-])cc1NC1CC(O)C(CO)O1 (stereo unspecified),-6%,-1%,0.4%,-9%,24%,
Cc1ccc(NC(=O)C(C)OC(=O)c2n[nH]c3ccccc23)cc1 (stereo unspecified),-8%,6%,9.6%,7%,-12%,
